Rin1 Abl inh: human Rin1-Abl interaction inhibition | inhibition, % at 7.35 µM | TR-FRET Rin1/Abl binding, biochemical | 360,000 compounds, 0.4% hits | P00519+Q13671; in the data active means inhibition above about 5%, passing the limit was not always enough
MsrA inh: inhibitors of bovine MsrA; inhibition, % at 15.5 µM; 360,000 compounds, 0.75% hits; purified bovine MsrA, absorbance read-out; AID 651718; in the data active means inhibition above about 4.5%;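 further: 0% = vehicle wells with enzyme and 100% = reference inhibitor wells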
Neddylation inh: cullin neddylation inhibition; AID 651699; 360,000 compounds, 0.58% hits; calls only at 25 µM; TR-FRET cullin neddylation, biochemical; P61081+Q13564; in the data active means inhibition above about 36%
E coli Lon inh: inhibitors of E. coli Lon protease | P0A9M0 | purified E. coli Lon protease, fluorescence polarization | AID 602123 | 360,000 compounds, 0.42% hits | inhibition, % at 7.94 µM; in the data active means inhibition above about 13%, passing the limit was not always enough;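 further: 0% = enzyme with probe and DMSO and 100% = no enzyme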
MT1-MMP act inh: MT1-MMP (human) activation inhibition; P50281; HT1080 RFP-PRO-GFP cells, GFP/RFP ratio fluorescence, overnight; percent of plate control window, DMSO zero; GFP/RFP ratio change, % at 20 µM; 360,000 compounds, 0.061% hits;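 active means GFP/RFP ratio change of at least 30% with cell ATP level not reduced by more than half and red fluorescence within 50% of control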; further: strong numbers were not always called active
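Material: RFP-PRO-GFP reporter HT1080 cells. Dosing: single-point 20 µM compound, 1% DMSO. Controls: DMSO and RFP-L50D-GFP cell wells. Timing: cells overnight before dosing, compound overnight, 37 °C, 5% CO2. Measure: GFP/RFP fluorescence ratio.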
MsrA act: activators of bovine methionine sulfoxide reductase A; purified bovine MsrA, absorbance read-out; activation, % at 10.6 µM; 360,000 compounds, 0.3% hits; AID 602163; in the data active means activation above about 7.5%;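 further: 0% = vehicle and 100% = reference activator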
SKN-1 inh: inhibitors of C. elegans SKN-1; C. elegans VP596 Pgst-4::GFP/RFP ratio, acrylamide-induced, 24 h; 360,000 compounds, 0.49% hits; AID 624304; inhibition, % at 21.8 µM;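 active means interference check ratio from 0.5 to 1.5 plus GFP to RFP signal ratio inhibition reaching or exceeding a fixed threshold, cut at about 30% in these data, passing the limit was not always enough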; further: some compounds called inactive have numbers as strong as hits
CendR NRP1 mod: NRP-1/CendR interaction modulation; 360,000 compounds, 0.85% hits; FAM-RPARPAR peptide binding to NRP-1, fluorescence polarization; inhibition, % at 25 µM; O14786;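 active means inhibition or corrected inhibition above about 18%, plus a signal ratio from 0.5 to 1.5, limit read from the data, passing the limit was not always enough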; further: strong numbers were not always called active
Target sequence (O14786 whole entry, looked up): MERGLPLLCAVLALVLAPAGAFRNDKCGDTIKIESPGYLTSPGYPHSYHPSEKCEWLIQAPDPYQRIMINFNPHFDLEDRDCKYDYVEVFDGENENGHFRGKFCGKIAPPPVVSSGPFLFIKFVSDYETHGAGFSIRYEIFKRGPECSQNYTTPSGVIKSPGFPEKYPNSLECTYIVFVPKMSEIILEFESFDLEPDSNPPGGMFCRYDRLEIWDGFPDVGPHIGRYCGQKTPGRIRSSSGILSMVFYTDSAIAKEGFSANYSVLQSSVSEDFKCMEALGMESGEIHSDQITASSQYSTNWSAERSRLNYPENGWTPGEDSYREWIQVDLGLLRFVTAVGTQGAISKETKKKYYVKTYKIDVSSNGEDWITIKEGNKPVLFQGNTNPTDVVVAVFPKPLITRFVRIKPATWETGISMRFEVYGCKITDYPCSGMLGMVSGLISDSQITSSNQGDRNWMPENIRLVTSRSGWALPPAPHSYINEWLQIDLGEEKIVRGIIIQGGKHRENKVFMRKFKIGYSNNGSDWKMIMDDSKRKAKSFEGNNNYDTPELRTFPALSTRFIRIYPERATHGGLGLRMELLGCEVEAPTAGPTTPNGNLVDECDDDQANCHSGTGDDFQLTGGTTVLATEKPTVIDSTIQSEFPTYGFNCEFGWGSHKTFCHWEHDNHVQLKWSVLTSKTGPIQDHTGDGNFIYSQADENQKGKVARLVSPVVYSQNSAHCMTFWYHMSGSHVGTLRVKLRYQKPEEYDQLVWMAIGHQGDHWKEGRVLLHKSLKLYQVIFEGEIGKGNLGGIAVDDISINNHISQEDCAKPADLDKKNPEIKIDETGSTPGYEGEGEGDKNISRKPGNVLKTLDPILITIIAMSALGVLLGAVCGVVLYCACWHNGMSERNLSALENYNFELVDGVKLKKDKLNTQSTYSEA
FAS TE block: inhibitors of human fatty acid synthase thioesterase domain; P49327; inhibition, % at 15 µM; 360,000 compounds, 0.67% hits; recombinant FAS-TE, OMFH fluorogenic substrate, fluorescence endpoint;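 active means compounds whose normalised, plate-corrected inhibition of enzyme fluorescence in the single-dose primary screen is 50% or more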;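 further: 0% = DMSO with enzyme and 100% = substrate without enzyme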
Active calls of the source: *; i = inactive; · = not tested or not shown; + = active, no number.

SMILES	Rin1 Abl inh	MsrA inh	Neddylation inh	E coli Lon inh	MT1-MMP act inh	MsrA act	SKN-1 inh	CendR NRP1 mod	FAS TE block
CCNC(=O)NC(=O)COC(=O)C1CSC2(C)CCC(=O)N12 (centres undefined)	3	0.3	i	3	-2	-1	6	-7	-5
O=C(NCc1cccnc1)C(=O)NCC1CCCO1 (centres undefined)	2	-1.2	i	-5	-1	-4	0	0	-11
O=C(NCCCn1ccnc1)C(=O)NCc1ccc(Cl)cc1	3	-0.5	i	4	0	-8	5	-6	-7
Cc1ccc(NC2=C(NC(=O)c3ccccc3)C(=O)c3ccccc3C2=O)cc1Cl	-9	2.7	i	-6	-9	-3	21	4	27
CCOC(=O)/C(C#N)=C1/C=CN(C)C=N1	-4	7.4*	i	-4	4	-7	5	-7	-9
CCc1nc2c(OCc3ccc(OC)cc3)cccn2c1N(C)C(=O)c1ccco1	2	0.6	i	0	-7	-3	7	-12	-6
Cn1cnnc1SCC(=O)NC1CCCN(Cc2ccc(Cl)cc2)C1 (centres undefined)	3	-0.5	i	-2	1	-6	-6	2	-4
CCC(C)(C(=O)NC1CCCCC1)N(Cc1ccco1)C(=O)Cc1cccs1 (centres undefined)	2	-0.6	i	-10	-4	-5	-2	3	-2
O=C(C[n+]1ccccc1)N/N=C/c1ccc(O)cc1	5	-0.1	i	-6	-4	-4	2	11	-3
Cc1[nH]c2ccccc2c1C(=O)C(=O)NCCC1=CCCCC1	-1	2.5	i	-5	2	-5	4	-7	-1
Cc1ccn2cc(C(=O)Nc3nnc(C)s3)nc2c1	0	3.2	+	0	7	0	4	-8	-8
C=CCSc1nc(=O)n2cccc(C)c2n1	-3	3.0	i	4	0	-5	-7	-11	-1
CC1=NN(c2ccccc2)C(=O)C1C(=O)c1ccccc1 (centres undefined)	1	0.8	i	-2	1	-2	-6	-4	-19
Cc1ccc(N2CCN(c3ccc(NCc4nc5ccccc5n4C)cc3)CC2)cc1	-2	0.1	i	45*	-24	-4	10	1	1
COc1ccc(C2c3[nH]c4ccccc4c3C[C@H]3C(=O)N(c4ccccc4C(=O)N4CCC[C@H]4C(=O)O)C(=O)N23)cc1 (some centres undefined)	0	0.4	i	-6	-2	-9	5	-18	-6
COc1ccc(CCNC(=O)c2ccc(SC)cc2OC)cc1	3	-0.2	i	-1	1	-1	-10	8	4
O=C1C2CCCCN2C(=O)N1CCCCN1CCN(c2cccc(C(F)(F)F)c2)CC1 (centres undefined)	0	0.3	i	-4	-1	-4	1	1	-6
Cc1ccc(C)c(OCC(=O)Nc2ccc(S(=O)(=O)Nc3ccccn3)cc2)c1C	-1	-0.4	i	7	0	-6	2	1	-1
CC1(OC(=O)CCc2ccccc2)C(=O)C=C2C=C(c3ccc(C#N)cc3)N(C3CCCC3)C=C2C1=O (centres undefined)	1	1.5	i	2	2	-1	2	30*	-1
COCCn1c(N)c(Sc2ccc(Cl)cc2)c(=O)[nH]c1=O	2	-0.2	i	0	-2	-2	-14	0	-5
O=C(CS(=O)CC(=O)Nc1ccccc1-c1ccccc1)Nc1ccc(F)cc1 (centres undefined)	-1	-0.1	i	-3	7	0	22	3	-2
CC12CCC(C(=O)NCCCN3CCOCC3)(C(Br)C1=O)C2(C)C (centres undefined)	1	-0.2	i	4	1	1	-2	-10	-6
Cc1cc(C)n2c(SCc3ccc(C#N)cc3)nnc2n1	-2	1.0	i	0	2	-5	0	1	-4
NC(=O)c1cccnc1OCC(F)(F)F	1	0.0	i	0	·	-9	-7	2	-4
O=C(Cc1cccs1)N1CCN=C1SCc1ccccc1Cl	-1	-1.1	i	-2	-2	0	3	-14	18
COc1cccc(NC(=O)c2cc(S(=O)(=O)N3CCc4ccccc43)cn2C)c1	0	1.0	i	0	1	-2	9	5	9
CC(=O)NCCn1c(SCc2ccc(C)cc2)nc2ccccc2c1=O	-3	1.7	i	5	1	-3	10	3	-2
CC(C)CC(C(=O)OCC(=O)c1c(N)n(C)c(=O)n(C)c1=O)N1C(=O)c2ccccc2C1=O (centres undefined)	-3	-1.2	i	-16	2	-4	8	3	14
CC12CCC(=O)N1C(C(=O)Nc1ccc(Cl)c(Cl)c1)CS2 (centres undefined)	0	-1.1	i	-9	9	7	0	-12	5
O=C(O)C(Cc1c[nH]c2ccccc12)N1C(=O)C2C3c4ccccc4C(c4ccccc43)C2C1=O (centres undefined)	0	0.5	i	7	-7	-2	0	5	-1
O=C(Nc1ccc(S(=O)(=O)Nc2nccs2)cc1)C1CC(=O)N(c2ccc(Cl)cc2)C1 (centres undefined)	1	0.0	i	5	-3	-2	-12	4	-8
O=C(c1ccccc1[N+](=O)[O-])N1CCC(Cc2ccccc2)CC1	-2	-0.1	i	-2	-7	-1	-7	3	8
CCn1c(SCC(=O)N/N=C(\C)c2ccncc2)nnc1-c1ccc(C)cc1	-3	-1.0	i	-4	3	-2	-8	8	-1
CC1CCCC(C)N1C(=O)CN1C(=O)C(C)(C)Oc2ccc(C(=O)NC3CCCCC3)cc21 (centres undefined)	3	0.2	i	-4	2	3	0	8	-8
CC(=O)c1ccc(OCc2cc(C(=O)NC3CCCCC3)no2)cc1	2	-1.1	i	9	0	-7	14	9	-11
CCC(=O)N(CCCN(C)C)c1nc(-c2cc(OC)ccc2OC)cs1	4	0.6	i	-3	-9	-12	12	11	-10
COc1ccc(NC(=O)N2CCNC(=O)C2CC(=O)Nc2ccc(F)cc2)cc1 (centres undefined)	0	-0.3	i	-4	-2	-6	3	4	-2
Oc1ccccc1C1Nc2cccc3cccc(c23)N1	0	-0.9	i	-13	15	-2	-13	3	4
CC(=O)Nc1ccc(CNc2nc3cc(-c4ccccc4C)sc3c(=O)n2C)cc1	-10	-1.0	i	2	3	-6	16	18	12
COc1cc2nc3occc3c(OC)c2cc1OC	-2	1.1	i	-8	14	-4	-6	-10	-1
COc1ccc(N=Nc2ccc3ccccc3c2)c(O)c1	0	0.9	i	3	7	-9	33*	-20	30
O=C(Cn1c(C(=O)N2CCc3ccccc3C2)cc2sccc21)c1ccccc1	0	·	i	-1	-10	-3	2	3	25
COc1ccccc1OC(=O)Nc1ccc(Cl)cc1	1	0.4	i	-4	-2	-4	15	6	-2
O=C(Nc1nc(-c2cccc(Br)c2)cs1)Oc1ccccc1	2	0.4	i	-12	1	-5	6	-4	-4
Cc1ccc(C(=O)COC(=O)c2ccc(Br)o2)cc1C	2	-1.1	i	-9	-2	1	-8	-7	23
N#CC(=C(c1ccccc1)c1ccccc1)c1ccccc1	4	1.0	i	5	-6	-5	8	4	24
CC1CCC(NC(=O)CN(C)S(=O)(=O)c2ccc3c(c2)CCC(=O)N3)CC1 (centres undefined)	1	0.3	i	-1	5	-8	-4	7	-1
C[C@@H]1C2CC(C/C2=N\NC(=O)c2ccncc2)C1(C)C (some centres undefined)	-3	-0.9	i	6	-1	-3	1	6	-5
CC(NC(=O)c1ccco1)c1ccc2c(c1)OCO2 (centres undefined)	3	-0.2	i	-19	0	-3	3	6	-6
CCN(CC)c1ccc(N2C(=O)/C(=C/c3ccccn3)SC2=S)cc1	0	0.6	i	-4	8	0	7	-8	2

Fetched by compound from above:
SMILES	Rin1 Abl inh	MsrA inh	Neddylation inh	E coli Lon inh	MT1-MMP act inh	MsrA act	SKN-1 inh	CendR NRP1 mod	FAS TE block
CC12CCC(C(=O)NCCCN3CCOCC3)(C(Br)C1=O)C2(C)C (centres undefined)	1	-0.2	i	4	1	1	-2	-10	-6
CCC(C)(C(=O)NC1CCCCC1)N(Cc1ccco1)C(=O)Cc1cccs1 (centres undefined)	2	-0.6	i	-10	-4	-5	-2	3	-2
O=C(Cn1c(C(=O)N2CCc3ccccc3C2)cc2sccc21)c1ccccc1	0	·	i	-1	-10	-3	2	3	25
CC12CCC(=O)N1C(C(=O)Nc1ccc(Cl)c(Cl)c1)CS2 (centres undefined)	0	-1.1	i	-9	9	7	0	-12	5
NC(=O)c1cccnc1OCC(F)(F)F	1	0.0	i	0	·	-9	-7	2	-4

Other records:
SMILES	Rin1 Abl inh	MsrA inh	Neddylation inh	E coli Lon inh	MT1-MMP act inh	MsrA act	SKN-1 inh	CendR NRP1 mod	FAS TE block
COP(=O)(OC)C(Nc1ccc(C)cc1)c1ccc(Br)cc1 (centres undefined)	-2	-1.4	i	-1	-1	-2	7	-16	4
O=Cc1cn(CC(O)Cn2cc(C=O)c3ccccc32)c2ccccc12	1	-0.8	i	-5	1	-2	-1	-7	-2
O=C(CN1CCC(O)(c2ccccc2F)CC1)NCCc1c[nH]c2ccccc12	3	-0.6	i	-2	4	-7	3	-2	-5
COc1cccc(NC(=O)CCN2CCC(C(N)=O)CC2)c1	4	0.0	i	-1	-1	3	-3	3	-6
Cc1ccc(CC(=O)Nc2cccc(S(=O)(=O)N3CCOCC3)c2)cc1	1	1.7	i	-3	2	-2	12	18	-2
C#CCOCCOCCOCCNc1nc(N2CCN(C(=O)[C@H]([C@@H](C)CC)n3cc(CCC(=O)O)nn3)CC2)nc(N2CCN(C(=O)[C@H](Cc3ccc(O)cc3)n3cc(CCO)nn3)CC2)n1	2	-0.4	i	1	0	1	-13	-16	-9
COc1cc([N+](=O)[O-])ccc1NC(=O)Oc1ccc(NC(C)=O)cc1	-6	2.1	i	4	0	-1	5	14	-1
CCC(=O)Nc1sc2c(c1C#N)CCCCC2	-1	0.5	i	4	-1	0	22	6	-2
CN(C)c1cccc2c(S(=O)(=O)N3CCCC3)cccc12	1	0.3	·	-6	3	-4	-3	5	7
Cc1cc(N2CCN(c3cccc(C)c3C)CC2)nc(-c2ccccc2)n1	-1	-0.8	i	-7	8	-2	16	5	39
O=C(O)COc1c(F)c(F)c(C(F)(F)F)c(F)c1F	2	0.0	i	-5	-2	-3	-12	0	-10
CCN(CC(=O)N1CCC(C)CC1)S(=O)(=O)c1ccc(C)cc1	1	-0.6	i	-2	-1	-1	8	10	-3
COCCN(C(=O)CCC(=O)Nc1nccs1)C(C(=O)NC(C)(C)C)c1ccc(F)cc1 (centres undefined)	0	-0.3	i	-10	1	0	2	1	-3
CC1CC(C)CN(C(=O)CCNS(=O)(=O)c2ccc3c(c2)CCC(=O)N3)C1 (centres undefined)	-2	0.3	i	1	-4	-5	0	0	-11
COc1cc(NC(=O)C2CCN(S(=O)(=O)c3cccnc3)CC2)cc(OC)c1OC	2	-0.8	i	-4	4	-8	-21	0	0
FC(F)(F)c1nc(-c2cccnc2)ncc1-c1nnnn1-c1ccccc1	0	0.4	i	1	3	-12	-4	0	6
CCOC(=O)Cc1csc(SCC(=O)Nc2nccs2)n1	0	-0.5	i	-13	-7	-2	-1	-8	-3
Clc1ccc(-c2nnc(-c3ccco3)nc2N2CCCCC2)cc1	-1	0.6	i	-23	3	-3	2	2	23
Cc1cc(N2CC(C(=O)O)CC2=O)ccc1Br (centres undefined)	1	-0.1	i	-11	7	-2	-16	10	-2
COc1ccccc1NCCC(=O)O	-3	-0.7	i	4	-3	-8	-11	4	-4
COc1cc(C2C3=C(COC3=O)Oc3cc4c(cc32)OCO4)cc(OC)c1OC (centres undefined)	4	-0.5	i	-16	32	-2	-9	12	-7
CN(C)S(=O)(=O)c1cccc(NC(=O)COC(=O)c2c[nH]c(=O)[nH]c2=O)c1	-5	0.7	i	-3	1	-5	5	0	-5
COc1ccccc1NC(=O)C1=C(C)NC(SCC(=O)c2ccccc2)=C(C#N)C1c1ccco1 (centres undefined)	1	·	i	-18	-41	-14	-3	-39	17
COc1ccccc1N1C(=O)C2C3C=CC(CC3)C2C1=O (centres undefined)	2	0.3	i	6	0	0	9	6	-6

Individual results from the results shown.
In FAS TE block, COc1ccccc1N1C(=O)C2C3C=CC(CC3)C2C1=O (centres undefined) shows -6
In FAS TE block, COc1ccccc1NC(=O)C1=C(C)NC(SCC(=O)c2ccccc2)=C(C#N)C1c1ccco1 (centres undefined) shows 17
In SKN-1 inh, CN(C)S(=O)(=O)c1cccc(NC(=O)COC(=O)c2c[nH]c(=O)[nH]c2=O)c1 shows 5
In MsrA inh, COc1cc(C2C3=C(COC3=O)Oc3cc4c(cc32)OCO4)cc(OC)c1OC (centres undefined) shows -0.5

Source: PubChem

Not a hit list; any-hit rate near 4.2%.
